Screening data from PubChem BioAssay.
IDH1 R132H inh: blocks human mutant IDH1 R132H enzyme | Potency, µM (titrated, usually from 76.6 µM), without a hit: at the highest dose activity change, negative = inhibition, usual class: inhibitors | 390,000 compounds, 0.093% hits | IDH1-R132H enzyme, NADPH consumption, diaphorase/resazurin fluorescence; further: on the % scale 0 is the no-effect control and ±100 the full control effect; nearly all actives have a fitted effect of over 65% in size
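IDH1-R132H (0.5 ug/mL) preincubated 30 min with compound, then NADPH (0.016 mM) and alpha-KG (2 mM) added; 80 min at RT, pH 7.5. Remaining NADPH coupled via diaphorase/resazurin to fluorescence (540/590 nm); concentration-response curves normalized to no-enzyme control.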
USP1-UAF1 inh: blocks the human USP1/UAF1 deubiquitinase complex; O94782; recombinant USP1/UAF1, Ub-Rhodamine cleavage fluorescence; Potency, µM (series often up to 57.1 µM), without a hit: at the top dose activity change, negative = inhibition, hits mostly inhibitors; 390,000 compounds, 0.23% hits; AID 743255; further: on the % scale 0 is the no-effect control and ±100 the full control effect; nearly all actives have a fitted effect of over 60% in size; inactives centre near -12
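USP1/UAF1 complex (1 nM) preincubated 15 min at room temperature with compound, then Ub-Rho substrate (150 nM final) added. Kinetic fluorescence at 480/540 nm over 6 reads at 60 s intervals; 50 mM HEPES pH 7.8, 0.5 mM EDTA, 0.1 mg/ml BSA, 1 mM TCEP, 0.01% Tween-20.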
Vif-A3G inh: inhibitors of Vif-APOBEC3G interaction. Q9HC16. HeLa A3G-eYFP + Vif (tagged APOBEC3G with the HIV-1 protein that degrades it), YFP fluorescence, overnight. Potency, µM (series often up to 46.1 µM), inactives show at the highest dose activity, negative = active, hits mostly inhibitors. 410,000 compounds, 0.076% hits;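 further: on the % scale 0 is the no-effect control and ±100 the full control effect; nearly all actives have a fitted effect of over 60% in size; hits raise eYFP signal because A3G escapes Vif-driven loss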
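HeLa cells stably expressing Vif and C-terminally eYFP-tagged A3G, seeded overnight at 37 deg C, then exposed to compound by pintool overnight at 37 deg C. Rise in yellow fluorescence (Ex 488/Em 500-530, Acumen) marks blocked Vif-driven A3G degradation.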
TrxR1 substrate: rat thioredoxin reductase 1 substrate activity; O89049; purified TrxR1 substrate turnover, NADPH consumption readout; Potency, µM (series often up to 114 µM), for inactives: top-dose activity change, negative = substrate turnover; 390,000 compounds, 0.01% hits; further: on the % scale 0 is the no-effect control and ±100 the full control effect; nearly all actives have a fitted effect of over 50% in size
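Rat TrxR1, dispensed at 90 nM, was prereduced with 400 uM NADPH (final) for 5 min at ~22 deg C, then incubated with compound 15 min before 400 uM selenite. A first-read NADPH fluorescence drop versus no-compound background flagged substrates.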
12-LOX inh: ALOX12 (human) lipoxygenase inhibition; P18054; purified 12hLO, xylenol orange hydroperoxide absorbance; Potency, µM (series often up to 108 µM), without a hit: at the top dose activity change, negative = inhibition, most hits filed as inhibitors; 580,000 compounds, 1.1% hits; further: on the % scale 0 is the no-effect control and ±100 the full control effect
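Hydroperoxide product was detected by ferrous iron/xylenol orange as the 573 to 405 nm absorbance ratio. Arachidonic acid at 40 uM (final) was turned over for 30 min at room temperature by 150 nM human 12hLO, pH 7.0 Hepes buffer, after 15 min compound preincubation.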
RXFP1 agonist: activates the human relaxin receptor RXFP1; Q9HBX9; Potency, µM (top dose mostly 57.5 µM), without a hit: at the highest dose activation, most hits filed as activators; 370,000 compounds, 0.3% hits; HEK293T-RXFP1 cAMP TR-FRET, 30 min; response scale: percent of porcine relaxin response, buffer zero; further: on the % scale 0 is the no-effect control and ±100 the full control effect; nearly all actives have a fitted effect of over 60% in size; many of its hits are not listed in these tables
Target sequence (Q9HBX9 whole entry, looked up): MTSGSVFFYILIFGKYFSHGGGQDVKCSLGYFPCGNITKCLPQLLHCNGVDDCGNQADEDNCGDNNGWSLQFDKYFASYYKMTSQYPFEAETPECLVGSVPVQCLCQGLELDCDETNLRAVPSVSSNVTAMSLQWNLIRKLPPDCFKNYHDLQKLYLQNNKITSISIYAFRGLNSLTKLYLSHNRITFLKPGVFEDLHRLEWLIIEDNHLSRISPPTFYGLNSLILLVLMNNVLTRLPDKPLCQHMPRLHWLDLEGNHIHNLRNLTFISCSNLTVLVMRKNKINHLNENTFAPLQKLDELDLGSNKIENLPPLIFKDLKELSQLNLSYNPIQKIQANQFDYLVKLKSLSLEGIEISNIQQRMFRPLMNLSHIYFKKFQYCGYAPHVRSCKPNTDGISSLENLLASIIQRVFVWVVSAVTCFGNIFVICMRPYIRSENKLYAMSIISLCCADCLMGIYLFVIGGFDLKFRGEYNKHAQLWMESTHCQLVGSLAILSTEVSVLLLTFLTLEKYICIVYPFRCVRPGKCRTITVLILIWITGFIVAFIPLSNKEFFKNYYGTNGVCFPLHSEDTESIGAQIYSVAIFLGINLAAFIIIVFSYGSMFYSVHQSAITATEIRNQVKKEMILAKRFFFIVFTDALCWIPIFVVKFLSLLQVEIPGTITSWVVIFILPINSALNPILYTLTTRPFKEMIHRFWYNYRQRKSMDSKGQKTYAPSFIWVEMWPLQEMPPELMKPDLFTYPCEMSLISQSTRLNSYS
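HEK293T cells stably expressing RXFP1 were pretreated with the PDE4 inhibitor Ro 20174, exposed to compounds for 30 min at 37C, lysed, and cAMP was read by TR-FRET. Data normalized to buffer (basal) and 29 nM porcine relaxin (100%).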
rTrxR1 inhibitor: inhibitors of rat thioredoxin reductase 1; recombinant rTrxR1, NADPH fluorescence consumption, selenite substrate; O89049; Potency, µM (series often up to 114 µM), for inactives: at the highest dose activity change, negative = inhibition, hits mostly inhibitors; 390,000 compounds, 1% hits; further: on the % scale 0 is the no-effect control and ±100 the full control effect; nearly all actives have a fitted effect of over 65% in size
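Rat TrxR1 (90 nM in the dispensed reagent) was pre-reduced with 400 uM NADPH for 5 min at room temperature, then incubated with compound for 15 min. After 400 uM selenite was added, NADPH fluorescence (Ex 340/Em 450 nm) was followed for 8 min.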
Vif-APOBEC3F blk: blocks the Vif interaction with APOBEC3F; 390,000 compounds, 0.2% hits; Potency, µM (titrated, usually from 46.1 µM), for inactives: at the highest dose activity, negative = active; HeLa A3F-eYFP + Vif (tagged APOBEC3F with the HIV-1 protein that degrades it), YFP fluorescence increase; further: % of control where 0% means no effect; nearly all actives have a fitted effect of over 65% in size
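HeLa cells stably expressing Vif plus C-terminally eYFP-tagged A3F were seeded, incubated overnight at 37 deg C, dosed with compound, incubated overnight again at 37 deg C. Yellow fluorescence (Ex 488/Em 500-530) reported blocked Vif-mediated A3F-eYFP degradation.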
RGS4 inh: inhibitors of human regulator of G protein signaling 4; P49798; Transcreener GDP fluorescence polarization, RGS4-accelerated GTP hydrolysis; Potency, µM (titrated, usually from 114 µM), inactives show at the top dose activity change, negative = inhibition, most hits filed as inhibitors; 390,000 compounds, 0.039% hits; AID 504845; further: on the % scale 0 is the no-effect control and ±100 the full control effect; nearly all actives have a fitted effect of over 75% in size; some results filed as inactive show a strong effect at the top dose
Target sequence (P49798 whole entry, looked up): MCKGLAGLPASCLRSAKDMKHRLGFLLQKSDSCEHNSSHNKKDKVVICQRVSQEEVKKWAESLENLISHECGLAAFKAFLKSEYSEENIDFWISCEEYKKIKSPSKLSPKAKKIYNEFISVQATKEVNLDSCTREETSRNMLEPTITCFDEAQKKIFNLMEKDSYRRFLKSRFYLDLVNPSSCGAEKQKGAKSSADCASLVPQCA
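MLSMR compounds (23 nl, pin-transferred) preincubated 10 min at room temperature with a 500nM (2x) first reagent, then RGS4 at 900nM (2x) plus Transcreener GDP mix added; fluorescence polarization (620/688 nm) read before and after 90 min at 30 °C.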
Starred values were filed as active, the others as inactive; ? = inconclusive; nt = no result given; & = joins results of further samples; [ ] = dose if it differs, or a comment. The call rests on the fitted dose curve; in most records, active means well fitted curve in the direction sought with a large enough effect; inconclusive means small, poorly fitted or top-dose-only effect, or another doubt; inactive means no such curve, though single readings can be large; an effect the other way counts as inactive or inconclusive. Potency means the concentration at half of the fitted maximal effect.

mol	IDH1 R132H inh	USP1-UAF1 inh	Vif-A3G inh	TrxR1 substrate	12-LOX inh	RXFP1 agonist	rTrxR1 inhibitor	Vif-APOBEC3F blk	RGS4 inh
CC(=O)c1ccc(OCCCC(=O)NC2CCC(C)CC2)cc1 (configuration not stated)	0%	-6%	0%	-1%	-4%	8.2%	13%	7%	-14%
CCS(=O)(=O)N1N=C(c2cccc(NS(C)(=O)=O)c2)CC1c1ccc(C)cc1 (configuration not stated)	9%	-9%	?	8%[57.1 µM]	-9%	-0.8%	2%[57.1 µM]	11µM*	-11%
CN(C)CCCNC(=O)N1c2ccccc2Sc2ccccc21	-3%	-12%	0%	-4%	?	-0.4%	9%	8%	-4%
Cc1ccccc1-c1nc(S(=O)(=O)c2ccccc2)c(NCCN2CCOCC2)o1	-3%	-5%	-7%	nt	-4%&-23%	nt	nt	-3%	nt
O=C(c1cnn2c(C(F)(F)F)cc(-c3cccs3)nc12)N1CCN(Cc2ccccc2)CC1	-1%	-17%	2%	1%	-18%	-4.2%	-25%	nt	-31%
O=C(NC1CCCC1)C(c1ccccc1)N(C(=O)c1ccco1)C1CCCC1 (configuration not stated)	1%	-9%	0%	9%[57.1 µM]	-1%	1.8%	-4%	1%	21%
Cc1ccc2cc(CN(Cc3ccco3)C(=S)NCC3CCCO3)c(=O)[nH]c2c1C (configuration not stated)	11%	-8%	-5%	-1%	-29%	0.7%	?	8%	-43%
Cc1ccc(CNC(=O)Nc2ccc(F)cc2F)n1C	-1%	-18%	2%	-9%	?	6.8%	?	-2%	-12%
Cc1ccc(C(=O)OC(C)CN2C(C)CCCC2C)cc1 (configuration not stated)	0%	-25%	-3%	6%	3%	4.6%	5%	8%	-1%
COC(C(=O)Nc1cccc([N+](=O)[O-])c1)c1ccccc1 (configuration not stated)	-8%	-14%	-7%	4%	-14%	-2.4%	16%	11%	-42%
CCCCn1c(SCC(=O)N2CCC(C)CC2)nc2ccsc2c1=O	0%	-7%	0%	2%[57.1 µM]	-27%	-0.4%	-6%[57.1 µM]	-1%	21%
COc1ccc(C(=O)NCCc2nnc3ccc(SCC(=O)N4CCOCC4)nn23)cc1	-13%	-9%	-1%	4%	10%	?	13%	-5%	4%
CC(=O)NNc1ncnc2c1cnn2-c1ccccc1	8%&7%	-2%&-37%	6%&-1%	10%	14%&-1%	9.8%&14%	19%&13%[57.1 µM]	1%&-2%	-25%&-10%
O=C(NC(=S)Nc1ccc2oc(=O)ccc2c1)c1ccccc1F	-4%	-21%	1%	2%[57.1 µM]	?	-1.4%	4%[57.1 µM]	7%	-9%
CCNS(=O)(=O)c1ccc(CCC(=O)Nc2ccc(C(=O)OC)cc2)cc1	0%	-9%	2%	3%	3%	-0.2%	10%	12%	-1%
O=c1[nH]n(-c2ccc(Cl)cc2)c2ncccc12	4%	-16%	1%	4%[57.1 µM]	-9%	-0.5%	11%[57.1 µM]	7%	16%
CCc1ccc(CNC(=O)c2cccc(-n3cnc4cccnc43)c2C)cc1	1%	-11%	0%	0%	?	0.5%	13%	4%	13%
CN(C(=O)CSc1nc2ccccc2c(=O)n1-c1ccccc1Cl)C1CCS(=O)(=O)C1 (configuration not stated)	0%	-2%	3%	1%[2.29 µM]	-3%	nt	5%[2.29 µM]	2%	-7%
C[C@H](CO)N1C[C@H](C)[C@H](CN(C)S(=O)(=O)c2cccc(F)c2)OCc2ccccc2-c2c(n(C)c3ccccc23)C1=O	-5%	-17%	-1%	nt	-21%	nt	nt	-27%	nt
Cc1ccc(SCCNC(=O)c2cccc([N+](=O)[O-])c2C)cc1	3%	7%	1%	2%[57.1 µM]	-19%	0.1%	-7%[57.1 µM]	-16%	-18%
CC(C)C1C(=O)N(Cc2cn(Cc3ccco3)nn2)CCS(=O)(=O)N1Cc1ccc(-c2ccc(F)cc2)cc1 (configuration not stated)	1%	2%	-11%	nt	?	nt	nt	7%	nt
CCOC(=O)c1ccccc1NC(=O)CSc1nc(N)cc(=O)[nH]1	-4%	0%	0%	2%	8%	-0.8%	17%	5%	-2%
O=C(C1=C[C@H](C2CC2)C[C@H](OCCCCO)O1)N1CCN(Cc2ccccc2)CC1	-6%	-11%	1%	-1%	-4%	-0.4%	-27%	3%	11%
Cc1ccc(S(=O)(=O)N2C3C=CC(C3)C2C(=O)O)cc1 (configuration not stated)	4%	-15%	2%	2%	6%	2.8%	18%	-5%	-7%
CN(Cc1ccccc1)C(=O)C1CCN(S(=O)(=O)c2cccc3nsnc23)CC1	10%	-16%	0%	-10%[57.1 µM]	-3%	2.4%	22%[57.1 µM]	1%	-49%[56.9 µM]
N#Cc1cn(-c2ccccc2)nc1-c1ccco1	7%	-19%	-10%	-6%	?	2.4%	?	-3%	-4%
Cc1cc(C)cc(CN2CCC(Oc3ccc(C(=O)N4CCCC4)cc3)CC2)c1	1%	-23%	2%	7%	10%	2.1%	24%	-2%	-8%
CCC(=O)NCCc1cc2ccc(C)c(C)c2[nH]c1=O	11%	?	-4%	9%	5%[57.4 µM]	7.9%	-10%	3%	-19%
COCCn1c(CNC(=O)c2cccc(N(C)C)c2)nc2cccnc21	-8%	-6%	1%	2%[57.1 µM]	-7%	4.6%	25%[57.1 µM]	7%	-11%
CCc1cc(=O)oc2c(C)c(OC(C)C(=O)N3CCC[C@@H]3C(=O)O)ccc12 (some centres not stated)	10%	11%	-1%	63%[activator]	9%	2.6%	-13%	0%	18%

Structures shown so far with a thiophene ring, fused or not (2):
mol	IDH1 R132H inh	USP1-UAF1 inh	Vif-A3G inh	TrxR1 substrate	12-LOX inh	RXFP1 agonist	rTrxR1 inhibitor	Vif-APOBEC3F blk	RGS4 inh
O=C(c1cnn2c(C(F)(F)F)cc(-c3cccs3)nc12)N1CCN(Cc2ccccc2)CC1	-1%	-17%	2%	1%	-18%	-4.2%	-25%	nt	-31%
CCCCn1c(SCC(=O)N2CCC(C)CC2)nc2ccsc2c1=O	0%	-7%	0%	2%[57.1 µM]	-27%	-0.4%	-6%[57.1 µM]	-1%	21%

Further compounds:
mol	IDH1 R132H inh	USP1-UAF1 inh	Vif-A3G inh	TrxR1 substrate	12-LOX inh	RXFP1 agonist	rTrxR1 inhibitor	Vif-APOBEC3F blk	RGS4 inh
COc1ccc2c(c1OC)C(=O)N1N=C(c3ccccc3)CC21 (configuration not stated)	0%	-24%	-5%	-5%	410%[activator]	1.1%	-7%	2%	-17%
Cc1ccc(C(=O)OCC(=O)NC(=O)c2cccn2C)cc1[N+](=O)[O-]	-4%	-23%	0%	2%	?	1.4%	18%	3%	6%[11.4 µM]
COc1ccccc1C(CC(=O)O)c1ccc2c(c1)OCO2 (configuration not stated)	-1%	-20%	-1%	5%	45%[activator]	2.7%	12%	-8%	2%
O=C(/C=C/c1ccc2c(c1)OCO2)NCCSCc1ccc(Cl)cc1	2%	-6%	-9%	-10%	-5%	0.8%	-11%	-15%	18%
O=C(Nc1nnc(S(=O)(=O)N2CCCc3ccccc32)s1)c1cccc(F)c1	11%	?	-3%	0%	-15%	-2.5%	19%	-9%	-17%
COc1ccc(/C=N/NC(=O)C2CCN(c3ncc(C(F)(F)F)cc3Cl)CC2)cc1	7%	-15%	0%	-8%	-25%	-2.4%	6%	1%	-43%
CCc1ccc(-c2csc(NC(=O)C3CCCO3)c2C(=O)OC(C)C)cc1 (configuration not stated)	2%	-9%	-1%	-5%	0%	3.1%	10%	-17%	-14%
CC(=O)c1cccc(Nc2nc(-c3ccccc3)cs2)c1	9%	-4%	-4%	-1%[57.1 µM]	-25%	0.7%	-1%[57.1 µM]	-13%	-29%
O=C(c1cc(=O)[nH]c2ccccc12)N1CCN(S(=O)(=O)c2ccc(Cl)cc2)CC1	4%	-21%	-2%	2%	-26%	0.7%	-5%	4%	14%
CN(c1ccccc1)S(=O)(=O)c1ccc(C(=O)N2CCc3ccccc3C2)cc1	4%	-5%	-1%	3%	-7%	0.9%	21%	-1%	-7%
COc1cc(CNC[C@H]2O[C@@H](n3cnc(C(N)=O)n3)[C@H](O)[C@@H]2O)ccc1OCc1cccc(Cl)c1	7%	?	2%	5%	-2%	nt	7%	8%	-2%
O=C(Nc1ccon1)Nc1cccc(Cl)c1Cl	11%	-20%	-1%	1%	-5%	0.8%	11%	-2%	-7%
COc1cc(OC)cc(OC(=O)C2CCN(C(=O)c3ccc(Cl)cc3)CC2)c1	9%	-14%	8%	3%	22%	0.6%	3%	-2%	-16%
Nc1nc2c(cnn2CCc2ccccc2)c2nc(-c3ccco3)nn12	nt	nt	nt	24%[57.1 µM]	228%[activator]	nt	19%[57.1 µM]	nt	-7%[56.9 µM]
O=C(O)C1C2CCC(C2)C1C(=O)Nc1ccc(Cl)c(Cl)c1 (configuration not stated)	5%	-14%	6%	-17%[57.1 µM]	3%	nt	15%[57.1 µM]	-7%	-19%

An excerpt. The share of hits here may be higher or lower than overall.
